Bioassay records from PubChem BioAssay.
SENP8 block: SENP8 protease inhibition; Q96LD8; inhibition, % at 10 µM; 330,000 compounds, 1.2% hits; purified SENP8, Z-RLRGG-aminoluciferin cleavage, luminescence
Apaf1 inhib: inhibitors of human Apaf-1 apoptosome; 330,000 compounds, 0.71% hits; O14727; inhibition, % at 20 µM; reconstituted apoptosome caspase-3 activity, DEVD-Rh110 fluorescence; active = inhibition of at least 40% at 20 µM;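 note: plate controls were DMSO wells for no effect and DEVD-CHO caspase inhibitor wells for full effect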
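Medium: Hepes buffer, pH 7.5 / System: biochemical Apaf-1 apoptosome reconstitution / Measured by: Rh110 fluorescence, excitation 480 nm, emission 540 nm / Times: compound with Apaf-1, dATP, procaspase-3 30 min, then 50 min reaction, room temperature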
Jurkat NFkB inh: lowers PMA/ionomycin-induced NF-kB signal in Jurkat cells; AID 435003; PMA/ionomycin-induced NF-kB luciferase reporter, luminescence; inhibition, % at 4 µM; 330,000 compounds, 0.53% hits
SENP7 inh: inhibitors of human SENP7 protease; recombinant SENP7, Z-RLRGG-aminoluciferin luminescence, 40 min; inhibition, % at 5 µM; 330,000 compounds, 1.5% hits;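 active = inhibition above about 50% at the single test dose, limit read from the data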;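 note: plate controls were DMSO with enzyme for no effect and no enzyme buffer wells for full effect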
697 NFkB inh: inhibitors of the PMA/ionomycin-induced NF-kB reporter in 697 B cells. AID 435022. 697 B-cell NF-kB luciferase reporter, 16 h. inhibition, % at 4 µM. 330,000 compounds, 0.33% hits; in the data active = inhibition above about 35%
UBC13 polyUb: inhibitors of human UBC13 polyubiquitin chain formation; 330,000 compounds, 0.47% hits; P61088; TR-FRET; AID 485273; inhibition, % at 20 µM; in the data active = inhibition above about 45%, passing the limit was not always enough
HKDC1 inh: blocks human hexokinase HKDC1 activity; inhibition, % at 20 µM; recombinant HKDC1, G6PDH/diaphorase resazurin coupled fluorescence; 340,000 compounds, 0.16% hits; Q2TB90;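 active = inhibition above about 35% when tested at 20 µM, limit read from the data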;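 note: plate controls were DMSO wells with enzyme for no effect and DMSO wells lacking enzyme for full effect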
Target sequence (Q2TB90 whole entry, looked up): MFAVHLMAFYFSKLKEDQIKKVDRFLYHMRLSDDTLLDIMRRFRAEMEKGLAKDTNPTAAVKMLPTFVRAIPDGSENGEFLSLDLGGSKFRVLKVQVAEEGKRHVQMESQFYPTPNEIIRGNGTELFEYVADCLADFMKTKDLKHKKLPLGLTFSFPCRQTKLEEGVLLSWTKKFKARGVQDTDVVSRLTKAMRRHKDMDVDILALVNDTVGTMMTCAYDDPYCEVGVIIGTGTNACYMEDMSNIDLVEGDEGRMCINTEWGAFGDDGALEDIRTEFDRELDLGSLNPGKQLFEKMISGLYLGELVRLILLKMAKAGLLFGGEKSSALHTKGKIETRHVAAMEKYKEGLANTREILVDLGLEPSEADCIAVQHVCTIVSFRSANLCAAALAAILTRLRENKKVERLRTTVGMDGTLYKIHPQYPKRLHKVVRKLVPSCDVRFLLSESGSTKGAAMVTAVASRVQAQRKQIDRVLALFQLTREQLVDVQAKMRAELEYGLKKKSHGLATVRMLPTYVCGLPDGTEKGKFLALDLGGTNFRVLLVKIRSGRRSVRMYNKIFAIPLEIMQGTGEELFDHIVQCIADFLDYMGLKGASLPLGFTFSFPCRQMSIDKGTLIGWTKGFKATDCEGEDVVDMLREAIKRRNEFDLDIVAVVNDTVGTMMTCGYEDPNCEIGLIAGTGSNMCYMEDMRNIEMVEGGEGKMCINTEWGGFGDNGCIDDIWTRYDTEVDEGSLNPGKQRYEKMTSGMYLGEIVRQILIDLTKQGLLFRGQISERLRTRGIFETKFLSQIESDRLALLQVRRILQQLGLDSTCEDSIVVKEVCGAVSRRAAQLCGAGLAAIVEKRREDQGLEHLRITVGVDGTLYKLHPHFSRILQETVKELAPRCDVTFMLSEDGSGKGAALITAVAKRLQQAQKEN
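Incubation: 90 min at room temperature in dark / Material: recombinant HKDC1 (HK5) hexokinase enzyme, produced in-house / Quantity: enzyme 5 µg/mL final / Compound: one dose of 20 µM, 1% DMSO / Reagent: glucose and ATP substrates / Buffer or medium: Tris pH 8.0 buffer with MgCl2, Tween-20, BSA, BME / Technique: resorufin fluorescence at 613 nm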
Gli-Sufu antag: Gli-Sufu pathway antagonism; Sufu-KO-LIGHT fibroblasts, Gli luciferase reporter luminescence; inhibition, % at 5 µM; 340,000 compounds, 0.74% hits; AID 588413;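 active = inhibition above about 55%, limit read from the data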;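 note: 0% = DMSO-treated cells and 100% = wells with medium but no cells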
* = called active by the depositor; . = not tested or not shown. Cut-off read from the data, not from the text of the source, unless noted: active = inhibition above about 50%; inactive = the rest. Outcome played no part in choosing rows; 3.6% or so of the library scored in one or more.

Start of the data: the first 12 compounds, ahead of the listing:
SMILES | SENP8 block | Apaf1 inhib | Jurkat NFkB inh | SENP7 inh | 697 NFkB inh | UBC13 polyUb | HKDC1 inh | Gli-Sufu antag
O=C(CSCc1c[nH]c(=O)[nH]c1=O)OCC(=O)c1ccc(Br)cc1 | 6 | -1 | 7 | 5 | 8 | 6 | 9 | -2
CCC(C(=O)Nc1ccc2c(c1)OCCO2)n1nnc2ccccc2c1=O (configuration not stated) | 6 | -7 | -67 | 3 | -73 | -4 | 2 | -8
CCOC(=O)C1CCN(Cc2cccc(Oc3ccccc3)c2)CC1 | 1 | 2 | -33 | -1 | -31 | 2 | -5 | 14
COc1ccc(-c2cn(Cc3cccc(OC)c3)nn2)cc1 | -10 | 10 | 5 | 8 | -16 | 12 | -2 | -13
COc1ccccc1C(=O)N(NC(=O)Oc1ccccc1)C(C)(C)C | -15 | -12 | -6 | -2 | -1 | -18 | -9 | 0
O=c1cnnc(NCc2ccccc2)[nH]1 | -4 | -5 | -4 | 2 | 1 | 6 | -3 | -8
CC(C)C12CN3CC(C(C)C)(CN(C1)C3(C)C)C2=O | -2 | -12 | 0 | 6 | 1 | 2 | -8 | -4
CN(C)c1nc(Cl)cc(N2CCOCC2)n1 | 4 | 0 | 1 | 0 | 13 | 2 | 2 | -9
CC(C)C[C@H](NC(=O)c1cc2cc(Cl)ccc2n1C)C(=O)N1CCC[C@H]1C(=O)O | -3 | 6 | -8 | 11 | -29 | -14 | 5 | -3
COCCn1cnc2c1c(=O)n(CC(=O)OCC#N)c(=O)n2Cc1ccccc1 | -4 | -7 | -5 | 2 | 8 | -5 | -5 | 4
CC(C)N(C(=O)Nc1ccc2nsnc2c1)C(C)C | 97* | 97* | 34 | 95* | -5 | -38 | 18 | 12
CCN1C(=O)N(C)C(N(O)C(=O)NC)C1(C)C (configuration not stated) | 4 | -1 | 7 | 0 | -3 | 2 | -4 | -10

This part in full, from the first entry:
SMILES | SENP8 block | Apaf1 inhib | Jurkat NFkB inh | SENP7 inh | 697 NFkB inh | UBC13 polyUb | HKDC1 inh | Gli-Sufu antag
O=C(CSCc1c[nH]c(=O)[nH]c1=O)OCC(=O)c1ccc(Br)cc1 | 6 | -1 | 7 | 5 | 8 | 6 | 9 | -2
CCC(C(=O)Nc1ccc2c(c1)OCCO2)n1nnc2ccccc2c1=O (configuration not stated) | 6 | -7 | -67 | 3 | -73 | -4 | 2 | -8
CCOC(=O)C1CCN(Cc2cccc(Oc3ccccc3)c2)CC1 | 1 | 2 | -33 | -1 | -31 | 2 | -5 | 14
COc1ccc(-c2cn(Cc3cccc(OC)c3)nn2)cc1 | -10 | 10 | 5 | 8 | -16 | 12 | -2 | -13
COc1ccccc1C(=O)N(NC(=O)Oc1ccccc1)C(C)(C)C | -15 | -12 | -6 | -2 | -1 | -18 | -9 | 0
O=c1cnnc(NCc2ccccc2)[nH]1 | -4 | -5 | -4 | 2 | 1 | 6 | -3 | -8
CC(C)C12CN3CC(C(C)C)(CN(C1)C3(C)C)C2=O | -2 | -12 | 0 | 6 | 1 | 2 | -8 | -4
CN(C)c1nc(Cl)cc(N2CCOCC2)n1 | 4 | 0 | 1 | 0 | 13 | 2 | 2 | -9
CC(C)C[C@H](NC(=O)c1cc2cc(Cl)ccc2n1C)C(=O)N1CCC[C@H]1C(=O)O | -3 | 6 | -8 | 11 | -29 | -14 | 5 | -3
COCCn1cnc2c1c(=O)n(CC(=O)OCC#N)c(=O)n2Cc1ccccc1 | -4 | -7 | -5 | 2 | 8 | -5 | -5 | 4
CC(C)N(C(=O)Nc1ccc2nsnc2c1)C(C)C | 97* | 97* | 34 | 95* | -5 | -38 | 18 | 12
CCN1C(=O)N(C)C(N(O)C(=O)NC)C1(C)C (configuration not stated) | 4 | -1 | 7 | 0 | -3 | 2 | -4 | -10
COc1ccc(CCNC(=O)C2CC(c3cccc(F)c3)=NO2)cc1 (configuration not stated) | 2 | 4 | 1 | -4 | -5 | -9 | -5 | -1
COc1cccc(-n2nnnc2SCC(=O)NCc2ccco2)c1 | -4 | 12 | -30 | 3 | -5 | -9 | -1 | 6
O=C(NCC1CCCO1)/C(=C/c1ccccc1)NC(=O)c1ccccc1 (configuration not stated) | -8 | -2 | -15 | -9 | -10 | 0 | -6 | 1
Cc1cc(C)cc(NC(=O)C2CCCN(c3nc(C)cc(C)n3)C2)c1 (configuration not stated) | 0 | -5 | 6 | 10 | 17 | 3 | -4 | 8
COc1ccc(S(=O)(=O)N2CCOCC2)cc1NC(=O)COc1ncnc2ccccc12 | 4 | 0 | 8 | 11 | 9 | 1 | -3 | -8
O=C(COc1coc(CN2CCc3ccccc3C2)cc1=O)Nc1ccc(F)cc1F | 7 | 5 | -2 | 2 | 9 | -1 | 0 | -7
O=c1[nH]cnc2cc(-c3ccccc3)sc12 | -8 | -5 | -41 | 0 | -81 | 2 | -1 | -67
CCc1nnc(NC(=O)CSc2nnc(-c3c[nH]c4ccccc34)n2C)s1 | 2 | 0 | 7 | 4 | 16 | -2 | 9 | -2
COCCNC(=O)c1cc(C)ccc1C | 5 | -4 | 10 | -3 | 10 | 9 | -13 | -2
CN(NC(=O)c1ccccc1)c1ncc(C(F)(F)F)cc1Cl | -7 | -3 | 16 | -6 | 1 | 7 | -5 | -18
CC(C)c1ccc(S(=O)(=O)NC2CCCC2)cc1 | -6 | 8 | 5 | -8 | -2 | 4 | 2 | 12
COc1ccc(N=C2C(=Nc3ccc(OC)cc3)N(c3ccc(OC)cc3)C(=S)N2c2ccccc2)cc1 | -1 | 75* | -25 | -2 | -36 | -8 | -11 | -6
O=C(Nc1nccs1)c1cncc(Br)c1 | -14 | 8 | -54 | -14 | -64 | -11 | 7 | -37
c1ccc(C(NCCNC(c2ccccc2)c2ccccc2)c2ccccc2)cc1 | -2 | 18 | 11 | 3 | 7 | 22 | -1 | 3
O=C(N/N=C/c1cccs1)c1n[nH]c2c1CCC2 | 50 | -3 | 17 | 77* | -93 | -8 | -10 | -72
CC1(O)c2ccccc2C(=O)N1CCc1ccccc1F (configuration not stated) | -4 | 14 | 2 | 10 | 8 | 6 | -1 | -24
Cc1ccccc1-c1oc(C)c(C)[n+]1[O-] | -14 | -20 | -2 | -2 | 8 | -12 | 1 | 4
Cc1ccc(S(=O)(=O)N2CCCCC2)cc1C(=O)N1CCCCCC1 | -8 | -1 | 4 | -11 | 12 | -4 | -1 | 25
CC(C)CC(c1nnnn1Cc1ccc(F)cc1)N1CCC(C(N)=O)CC1 (configuration not stated) | -10 | 9 | -6 | -10 | -7 | -2 | 3 | 3
Cn1c(Cc2ccccc2)nnc1SCC(=O)Nc1ccc(N2CCOCC2)cc1 | -15 | 8 | 8 | -6 | 10 | -3 | 2 | 12
COc1ccc(OC)c(C(=O)c2coc3ccc(O)c(CN(C)C)c23)c1 | -10 | 1 | 7 | 15 | 1 | 2 | -8 | 9
CCCCOc1ccc(S(N)(=O)=O)cc1 | -3 | -1 | 6 | 0 | -1 | 8 | -2 | 2
O=c1[nH]nc(-c2ccc(NCCCO)c([N+](=O)[O-])c2)c2ccccc12 | 0 | 1 | 7 | -2 | 22 | -98 | 3 | 6
CCNC(=O)C(=O)NCCc1ccc(Cl)cc1 | -8 | -16 | 16 | -6 | 9 | 20 | 6 | -4
CCCCC1(Cc2ccc([N+](=O)[O-])cc2)C(=O)N(c2ccccc2)N(c2ccccc2)C1=O | -8 | 20 | 13 | -7 | 6 | -13 | 4 | 41
CC1(C)SC(=S)N(/N=C/c2cccnc2)C1N(O)C(=O)NC1CCCCC1 (configuration not stated) | -4 | -16 | 0 | 12 | -8 | -8 | 0 | 6
CC(C)(C)OC(=O)C[C@H]1C/C=C\C[C@H](CC(=O)NCCO)C(=O)NC[C@@H](c2ccccc2)OC1=O | 6 | -5 | 15 | 5 | 9 | 15 | -6 | 1
COCCNCCCCOc1ccc(Br)cc1C | 4 | -3 | 1 | 2 | 18 | 8 | -15 | 30
COc1cccc(C2c3[nH]c4ccccc4c3C[C@H]3C(=O)N(c4ccccc4C(=O)NCCCN4CCOCC4)C(=O)N23)c1 (some centres not stated) | -11 | 9 | -14 | -7 | 10 | 17 | 1 | 8
CCN(CC)c1ccc(C2Nc3cccc4cccc(c34)N2)c(O)c1 | -6 | 12 | -13 | -2 | -162 | -29 | 7 | 18
CCCOc1ccc(CCCN=C(N)N)cc1Cl | -9 | 6 | 45 | -6 | -51 | 29 | 2 | 11
CCOC(=O)c1c(NC(=O)CSc2nc3ccccc3[nH]2)sc2c1CC(C)(C)NC2(C)C | -2 | 17 | 5 | 1 | -37 | 15 | -2 | 16
Cc1cc(C)n(C(CC(=O)N2CCc3ccccc3C2)C(=O)O)n1 (configuration not stated) | 0 | 6 | -2 | 2 | 8 | 5 | 6 | -2
O=C1CC(/C=C/c2cccnc2)=Nc2ccccc2N1 | -4 | 4 | 2 | 9 | 9 | -5 | -4 | -13
CS(=O)(=O)/C(C#N)=C\c1cnc(S(=O)(=O)c2ccccc2)s1 | -1 | 7 | -20 | -5 | -19 | -12 | . | .
CC(C)c1ccc(C2CC(=O)c3cnc(NC(=O)c4ccco4)nc3C2)cc1 (configuration not stated) | -6 | 19 | -9 | -1 | -68 | 6 | 1 | -5
O=C(NCc1cccc(Cl)c1)c1ccc2nc(N3CCOCC3)sc2c1 | -20 | 21 | -2 | -12 | -18 | 14 | 1 | -14
CCOc1ccccc1NC(=O)COC(=O)c1cc(C)oc1C | -1 | 0 | 1 | 12 | -29 | 5 | -7 | 2
CCOC(=O)c1ccc(NC(=O)N2CCN(CCc3ccccc3)CC2)cc1 | -2 | 7 | -25 | -7 | -19 | -10 | -5 | -7
Cc1cc(-c2ccccc2)nc2oc3c(c12)NC(=O)CN(c1ccccc1)C3=O | -6 | -7 | 1 | -1 | 9 | 4 | 0 | -2
Nn1c(SCC(=O)Nc2ccc3c(c2)OCO3)nnc1-c1ccccc1 | 1 | -24 | -2 | 2 | 3 | 3 | -11 | 0
COc1ccc(C(=O)NC(=S)NNC(=O)COc2ccccc2)cc1 | -3 | 8 | -6 | -3 | 1 | -9 | -13 | -3
CCN(Cc1ccccc1)S(=O)(=O)c1ccc(S(=O)(=O)N(Cc2cccc(OC)c2)CC2CCCO2)cc1 (configuration not stated) | -2 | 13 | 10 | -3 | -21 | -8 | -4 | 7
CCCC1=NN2C(=N)/C(=C\c3ccc(OCCOc4ccc(NC(C)=O)cc4)c(OC)c3)C(=O)N=C2S1 | -10 | 9 | -2 | -5 | 3 | -10 | 8 | 2
CCOC(=O)C1(Cc2cccc(Cl)c2)CCCN(C(=O)CCC(=O)N(C)C)C1 (configuration not stated) | 3 | -7 | 1 | -4 | 0 | 3 | -9 | -5
